ERa SRC1 pot – ER-alpha (human) coactivator binding potentiation. coactivator binding (% of control), % at 25.6 µM. P03372. TR-FRET ERalpha-LBD/SRC-Cy5 coactivator binding, 2 h; 100 = basal binding, no effect. hit rate 1.3% among 86,000; in the data active = activity above about 200%;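 also: binding measured in presence of low estradiol as agonist stimulus; 0% = peptide alone without receptor and 100% = receptor with peptide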
Smad3 inh – Smad3 (human) transcription factor binding inhibition; TR-FRET Smad3/Dy647-FoxH1 peptide binding, europium anti-His; inhibition, % at 25 µM; hit rate 0.29% among 88,000; AID 630;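 active = compounds that reduce the energy-transfer binding signal between the protein and its labelled peptide by more than half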;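 also: 0% = Smad3 plus labelled peptide maximal FRET and 100% = peptide-only background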
sEH inh – soluble epoxide hydrolase (human) inhibition; P34913; recombinant human sEH enzymatic activity assay; inhibition, % at 2 µM; hit rate 0.34% among 91,000; AID 707; in the data active = inhibition above about 80%; also: values of inactives mirror those of a sister screen read the other way; many of its hits are not listed in these tables
Target sequence (P34913 whole entry, looked up): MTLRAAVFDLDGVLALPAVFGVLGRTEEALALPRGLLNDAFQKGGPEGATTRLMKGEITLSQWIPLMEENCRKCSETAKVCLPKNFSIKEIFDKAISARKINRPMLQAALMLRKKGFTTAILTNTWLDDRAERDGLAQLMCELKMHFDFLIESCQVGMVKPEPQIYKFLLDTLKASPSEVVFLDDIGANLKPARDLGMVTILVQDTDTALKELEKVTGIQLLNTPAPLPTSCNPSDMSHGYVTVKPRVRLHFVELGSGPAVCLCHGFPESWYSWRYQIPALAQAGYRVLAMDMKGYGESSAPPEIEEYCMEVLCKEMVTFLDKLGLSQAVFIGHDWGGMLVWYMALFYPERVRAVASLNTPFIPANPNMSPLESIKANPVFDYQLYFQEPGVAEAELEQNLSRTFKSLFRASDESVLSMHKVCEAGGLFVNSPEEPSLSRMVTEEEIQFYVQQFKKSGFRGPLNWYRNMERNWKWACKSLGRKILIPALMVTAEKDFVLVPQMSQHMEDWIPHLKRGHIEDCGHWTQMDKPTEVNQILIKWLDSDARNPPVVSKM
Mac1 fbg inh – inhibitors of human CD11b/CD18 binding to fibrinogen | hit rate 0.54% among 93,000 | inhibition, % at 10 µM | K562 CD11b/CD18 adhesion to fibrinogen, ATPlite luminescence; Mn2+ added to activate the integrin | P05107+P11215;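 active = primary inhibition of 50% or more at 10 µM, then 40% or more on retest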; also: some results filed as inactive read as strong as hits
ERb coact inh – blocks coactivator binding to human estrogen receptor beta; Q92731; TR-FRET ER-beta LBD / SRC1-Cy5 peptide binding; receptor agonist-loaded with 1 µM estradiol; AID 633; inhibition, % at 25.6 µM; hit rate 1.3% among 86,000;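 active = compounds whose percent inhibition of the receptor-coactivator binding signal exceeds about 50% in the single-dose screen, limit read from the data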;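 also: 0% = receptor plus peptide wells without compound and 100% = peptide-only wells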
Target sequence (Q92731 whole entry, looked up, the tested form may be a part): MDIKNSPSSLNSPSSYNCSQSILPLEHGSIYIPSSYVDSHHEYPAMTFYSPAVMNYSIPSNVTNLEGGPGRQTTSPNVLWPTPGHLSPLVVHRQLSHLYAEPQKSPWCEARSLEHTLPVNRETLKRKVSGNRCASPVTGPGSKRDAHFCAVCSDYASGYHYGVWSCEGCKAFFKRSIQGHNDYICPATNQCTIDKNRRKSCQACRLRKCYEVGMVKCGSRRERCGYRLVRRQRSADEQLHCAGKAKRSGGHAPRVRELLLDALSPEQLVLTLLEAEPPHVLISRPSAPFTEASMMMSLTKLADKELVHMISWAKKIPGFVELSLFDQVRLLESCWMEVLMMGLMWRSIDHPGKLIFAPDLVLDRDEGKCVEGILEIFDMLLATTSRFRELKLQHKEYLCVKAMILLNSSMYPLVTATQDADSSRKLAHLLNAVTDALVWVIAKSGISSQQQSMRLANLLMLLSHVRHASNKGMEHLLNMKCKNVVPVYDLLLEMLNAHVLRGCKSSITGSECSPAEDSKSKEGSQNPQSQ
CD11b adhes enh – CD11b/CD18-fibrinogen binding enhancement; P05107+P11215; K562 CD11b/CD18 adhesion to fibrinogen, ATPlite luminescence; activation, % at 10 µM; hit rate 0.07% among 93,000; AID 1499;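 active = 10 µM primary screen giving 50% or more activity, confirmed by 40% or more on retest at that dose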; also: strong numbers were not always called active; reference of the scale not given here
sEH activator – soluble epoxide hydrolase (human) activation | activation, % at 2 µM | AID 717 | P34913 | purified human sEH enzymatic activity, activator screen | hit rate 0.04% among 91,000; in the data active = activation above about 37%; also: values of inactives mirror those of a sister screen read the other way
Calb biofilm kill – kills Candida albicans biofilms. inhibition, % at 6 µM. C. albicans biofilm + clotrimazole, Alamar Blue. hit rate 0.14% among 85,000;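 active = inhibition above 20%; inactive = inhibition below 20%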;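 also: preformed 24 hr biofilms exposed to compound for 48 hr; 0% = biofilm without compound and 100% = blank killed by clotrimazole plus chlorhexidine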
MT1-MMP txn act – activates MT1-MMP transcription; AID 750; activation factor at 10 µM; hit rate 0.16% among 86,000; HT1080 MT1-MMP promoter luciferase reporter, luminescence, overnight; stronger effect = higher value;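 active = activation factor of at least 2 for MT1-MMP transcription at 10 µM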
An asterisk follows results filed as active; . = no result given; [ ] = dose if it differs, or a comment.

Each structure is followed by: ERa SRC1 pot, Smad3 inh, sEH inh, Mac1 fbg inh, ERb coact inh, CD11b adhes enh, sEH activator, Calb biofilm kill, MT1-MMP txn act
CN1CCCN(Cc2ccc(Cl)cc2Cl)CC1
 : 112, 0, -9, 0, 12, 2, 10, 7, 0.9
CC(=O)c1c(C)nc(C)nc1NC(=O)C(C)C
 : 104, 6, 0, 13, 7, -5, 1, -1, 1.1
CCOC(=O)c1c(N)sc(C(O)(C(F)(F)F)C(F)(F)F)c1-c1ccc(F)cc1
 : 24, -15, -5, ., -6, ., 7, 0, 1.2
CC1CCCCN1C(=O)NC12CC3CC(CC(C3)C1)C2 (stereo unspecified)
 : 116, -23, 87*, -5, -14, -1, -88, -2, 1.2
CCOC(=O)c1c(-c2cccc(C)c2)csc1NC(=O)C1CC=CCC1C(=O)O (stereo unspecified)
 : ., ., 5, 18, ., -2, -3, ., .
O=C(CCC(=O)OCCCC(F)(F)C(F)(F)F)Nc1ccccc1
 : 107, 1, -2, 6, 0, 1, 3, 6, 1.1
Cc1cc(C(=O)c2cccs2)c(N)s1
 : 94[fluorescence artefact?], 3, 16, 4, 6, -1, -17, 11, 1.1
Cn1nc(-c2ccc(N3CCOCC3)c(NS(=O)(=O)c3ccccc3)c2)c2ccccc2c1=O
 : 89, -9, 6, -17, -4, 5, -4, 10, 1.1
O=C(COc1ccc2oc3c(c2c1)CCCC3)Nc1ccccn1
 : 120, -2, 9, -16, -5, 2, -7, 3, 1.2
CCCCNS(=O)(=O)c1ccc(OC)c(Cl)c1Cl
 : 106, 7, 14, -1, -4[fluorescence artefact?], -3, -13, 9, 1
Cn1c(C(=O)O)c(CC(=O)Nc2ccc3c(c2)OCCO3)c2ccccc21
 : 99, 5, 14, 7, 11, 7, -10, -5, 1.2
CC1=CCC(C(=O)O)(C(=O)N/N=C/c2cccs2)C(c2ccc(F)cc2)C1 (stereo unspecified)
 : 106, 14, -8, 2, -10, -1, 8, 8, 1.1
CCOC(=O)Cc1csc(N)n1
 : 94, -9, 6, 4, -2, -1, -7, 5, 1
Cc1cc(C(=O)NCc2ccccc2)c(=O)[nH]c1C
 : 105, 12, 6, 4, -7, -4, -7, 6, 1.3
COc1ccc(-c2nn(-c3ccccc3)cc2/C=C2/SC(=S)N(Cc3ccco3)C2=O)c(C)c1
 : ., ., 12, -8, ., -1, -8, ., .
O=C(OCC(=O)N1CCN(C(=O)c2ccco2)CC1)c1ccccc1O
 : ., ., 0, -8, ., -4, -1, ., .
CC(C)NC(=O)c1ccc(C2SCC(=O)N2Cc2ccccc2)cc1 (stereo unspecified)
 : 107, 0, 14, ., 16, ., -10, 2, 1.3
C=CCn1c(SCc2c(C)noc2C)nc2sc(C)c(C)c2c1=O
 : 93, 5, -6, -1, -10, -3, 5, 6, 1.2
CC(C)c1ccc(-c2c(C#N)c(N)nc(SCC(=O)N3CCCCCC3)c2C#N)cc1
 : 260*[fluorescence artefact?], 42[fluorescence artefact?], -4, -2, 50[fluorescence artefact?], 1, 1, 6, 1
C/C(Cl)=C\CNC(C)c1ccccc1 (stereo unspecified)
 : 117[fluorescence artefact?], 8, ., -10, -4, -5, ., 7, 1.1
Cc1nnc(NC(=O)C2CCN(c3cnccn3)CC2)s1
 : 123[fluorescence artefact?], -4, 2, -4, 1, 2, -2, 7, 1.4
COC(=O)C1=C(N)OC2=C(C(=O)CCC2)C1c1cccs1 (stereo unspecified)
 : 118, -8, -4, -28, -5, 4, 1, 5, 1.1
CCCCCn1c(=NC(=O)c2ccco2)c(C(=O)OCC)cc2c(=O)n3ccccc3nc21
 : 117, 5, -28, -8, 0[fluorescence artefact?], -2, 28, 8, 1.1
Cc1ccc2ccccc2c1Cn1c(-n2ccnc2)nc2c1c(=O)n(C)c(=O)n2C
 : 107, 10[fluorescence artefact?], -4, -4, 0, 2, -1, 3, 1.1
O=c1[nH]c2ccccc2n1CCC1CCCCC1
 : 97, -1, 10, -3, 2[fluorescence artefact?], 6, -8, 1, 1.3
CCN1CCN(C(C(=O)NC2CCCCC2)c2ccc(Cl)cc2)CC1 (stereo unspecified)
 : 116, -18, -4, -1, -8, -1, 7, 7, 1.1
Clc1ccc(SCc2cn3cccnc3n2)cc1
 : 108, -8, 3, -8, -8, -1, -4, 9, 1.7
O=C(Nc1cccnc1)c1ccc(COc2cc(Cl)ccc2Cl)o1
 : 88, -5, 12, 8, 25, -2, -9, 10, 1.2
CCOC(=O)CN(C(=O)Cn1nnc2ccccc21)C(C(=O)NCCOC)c1ccccc1C (stereo unspecified)
 : 112[fluorescence artefact?], 26[fluorescence artefact?], 3, 2, 7, -1, -6, 10, 1.1
O=c1cc(-c2ccccc2Cl)c2c([nH]1)CCC2
 : 63[fluorescence artefact?], 1, ., ., 57*[fluorescence artefact?], ., ., -1, 1.2

Overlap with the part before: 2 compounds, then new ones.
Each structure is followed by: ERa SRC1 pot, Smad3 inh, sEH inh, Mac1 fbg inh, ERb coact inh, CD11b adhes enh, sEH activator, Calb biofilm kill, MT1-MMP txn act
CCOC(=O)CN(C(=O)Cn1nnc2ccccc21)C(C(=O)NCCOC)c1ccccc1C (stereo unspecified)
 : 112[fluorescence artefact?], 26[fluorescence artefact?], 3, 2, 7, -1, -6, 10, 1.1
O=c1cc(-c2ccccc2Cl)c2c([nH]1)CCC2
 : 63[fluorescence artefact?], 1, ., ., 57*[fluorescence artefact?], ., ., -1, 1.2
O=C(Nc1cccc([N+](=O)[O-])c1)c1ccc2nc(N3C(=O)CCC3=O)sc2c1
 : ., ., 4, -2, ., -3, -3, ., .
N#CC1=C(N)SC(N)=C(C#N)C1CCc1ccccc1
 : 110[fluorescence artefact?], 5, 3, 4, 12, 0, -1, 8, 1
c1ccc(-c2nnc(CSc3nnc(-c4cccs4)o3)o2)cc1
 : 79, 0, 3, ., -5, ., -2, 6, 1.2
Cc1ccc(-c2nnn(CC(=O)N(Cc3ccco3)C(C(=O)NC3CCCC3)c3cccs3)n2)o1 (stereo unspecified)
 : 100, -3, 10, ., -9, ., -5, 1, 1.3
Cc1cc(C)n(C(CC(=O)O)C(=O)O)n1 (stereo unspecified)
 : 94, -6, ., -2, -11, -2, ., 9, 1.2
Cc1ccc2cc(CCNC(=O)C(C)C)c(=O)[nH]c2c1
 : 103[fluorescence artefact?], -5, ., -7, -6, 1, ., 15, 1.2
N/C(COc1ccccc1)=N\NS(=O)(=O)c1ccccc1
 : ., ., 2, -6, ., -6, 1, ., .
CCOC(=O)c1cnc2ccc(OCC)cc2c1N1CCN(c2ccccc2OC)CC1
 : 64, 6, 8, -12, -17, 8, -5, 6, 1.1
CCOc1ccc2[nH]c(=O)c(CN(Cc3ccccc3OC)C(=O)c3ccccc3)cc2c1
 : 101, 10, 6, 11, -4[fluorescence artefact?], -4, -6, 4, 1.2
O=C(NCc1ccc(F)cc1)C(c1ccncc1)N(C(=O)c1csnn1)C1CC1 (stereo unspecified)
 : 115, 3, -12, ., -2, ., 10, 5, 1
CCc1nnc(NC(=O)C2COc3ccccc3O2)s1 (stereo unspecified)
 : 106, -5, 2, 0, 8, 0, 1, 5, 1.1
Cc1ccc(NC(=O)N2CCC(O)(c3ccc(Cl)cc3)CC2)cc1
 : 110, 10, 10, 5, -5, -1, -11, -1, 1.2
O=C(NCc1ccco1)c1cc2ccccc2c(=O)o1
 : 67[fluorescence artefact?], 3, 10, 2, 47[fluorescence artefact?], 0, -9, 2, 1.7
O=S(=O)(c1cccc(S(=O)(=O)N2CCC(Cc3ccccc3)CC2)c1)N1CCOCC1
 : 122, 2, -10, ., -15, ., 10, 9, 1
Cc1cc(=O)[nH]c(SCC(=O)Nc2cccc(C(F)(F)F)c2)n1
 : 111, 13, -10, 7, -20[fluorescence artefact?], 0, 14, 3, 1.1
CCOc1ccc(C(=O)OCC(=O)NCc2ccco2)cc1OCC
 : 81[fluorescence artefact?], -7, -9, 1, 52*, 6, 10, 7, 1.1
CSCSC1=C(C#N)C(c2ccc(Cl)cc2)C(C(C)=O)=C(C)N1 (stereo unspecified)
 : ., ., 1, 12, ., 3, 2, ., 1.2
COc1c(Cl)cc(-c2noc(C)c2C(=O)NCCc2ccc(C)cc2)cc1Cl
 : 116, -6, -2, -8, -8, -8, 1, 5, .
O=C(CNC(=O)c1ccc(Oc2ccccc2)cc1)OC1CCCCC1=O (stereo unspecified)
 : ., ., 3, -29, ., 1, -4, ., .
CN(C(=O)c1ccc2c(c1)OCO2)C1(C(=O)NC2CCCCC2)CCCCC1
 : 103, 3, 5, 11, -17, -2, -4, 0, 1.2
O=C(COC(=O)c1ccc(S(=O)(=O)N2CCOCC2)cc1)Nc1nc(-c2ccccc2)cs1
 : 139[fluorescence artefact?], 9, 8, 9, 35[fluorescence artefact?], 16, -6, 3, 1.1
c1ccc(CN2CCN(C3=Nc4cccc5cccc3c45)CC2)cc1
 : 119[fluorescence artefact?], -1, 7, 2, -10, -1, -5, 4, 1.5
COc1ccc2c(c1OC)C(=O)N1C(C(=O)O)Cc3c([nH]c4ccccc34)C21 (stereo unspecified)
 : 80[fluorescence artefact?], -14, ., 4, 38[fluorescence artefact?], -3, ., 11, 1.3
O=C(CCCn1c(=S)[nH]c2cc3c(cc2c1=O)OCO3)N1CCN(c2ccc(Cl)cc2)CC1
 : 73[fluorescence artefact?], -11, ., 25, 27, 2, ., 7, 1
COc1ccc(OC)c2[nH]c(=O)c(CCNS(=O)(=O)c3ccc(Cl)cc3)cc12
 : 90, 0, -7, ., 3[fluorescence artefact?], ., 9, 6, 1
O=C(O)c1cc(Nc2nc(N3CCOCC3)nc(N3CCOCC3)n2)ccc1Cl
 : 106[fluorescence artefact?], -7, -13, ., 9, ., 14, 6, 1.1
O=C(CCCCn1c(=O)c2ccccc2n(CC(=O)Nc2ccc(F)cc2)c1=O)NCc1ccco1
 : 112, 18, ., ., -22, ., ., 7, 1.1
CCOc1cc(C(=S)N2CCOCC2)ccc1OS(=O)(=O)c1ccc(NC(C)=O)cc1
 : ., ., -4, 88*, ., -10, 5, ., .
O=C(c1ccc(CS(=O)(=O)c2ccccc2)o1)N1CCOCC1
 : 136, -6, 9, -2, -3, -2, -7, -2, 1
CCCc1nc2ccccc2n1CCOc1ccccc1
 : 106, 6, -20, 1, -9, 2, 22, 8, 1.2
O=C(c1cc2c(ccc3ccccc32)oc1=O)N1CCCC1
 : 79[fluorescence artefact?], 3, -5, -4, -9, -1, 4, -3, 1
CC1(C)Cc2c(c(-c3ccco3)[nH]c(=O)c2C#N)CS1
 : 112, -29, ., ., 62*[fluorescence artefact?], ., ., 6, 1
OC1(c2ccc(OC(F)F)cc2)CSC(=Nc2cccnc2)N1C1CC1 (stereo unspecified)
 : 105, -8, -5, ., -15, ., 4, -4, 1
CCCCOC(=O)n1c(=O)oc2ccccc21
 : 94, -3, -2, -10, 2[fluorescence artefact?], -2, 2, 9, 1.4
COc1ccc(CN2CCSCC2)cc1C
 : 115, -17, -10, -14, 7, -4, 11, 3, .
COc1ccc(N2C(=O)C3CCCN3C2c2ccccc2)cc1Cl (stereo unspecified)
 : 117, 2, 11, 0, -5, 4, -10, 3, 1.1
CCOC(=O)C1=C(c2ccccc2)Nc2ncnn2C1c1ccccn1 (stereo unspecified)
 : 110[fluorescence artefact?], -2, -2, 7, -2[fluorescence artefact?], 1, 3, 5, 1.3
Cc1nn(Cc2ccc(F)cc2)c(C)c1NC(=O)c1noc2c1CCc1ccccc1-2
 : 109, -6, 0, 15, -1, 5, 1, 7, .
CCOc1ccc(-c2[nH]nc3c2C(c2ccc4c(c2)OCO4)C(C#N)=C(N)O3)cc1OC (stereo unspecified)
 : 150[fluorescence artefact?], 0, ., 9, 5, -2, ., 5, 1.1
CSc1nc2sc3c(c2c(=O)[nH]1)CCC(C)C3 (stereo unspecified)
 : 113, -8, -13, 2, 3, 1, 13, -2, 1.4
CCOC(=O)c1ccc(-n2c(N)c(C(=O)NCc3ccco3)sc2=S)cc1
 : 70, 2, 27, -14, -7, 2, -27, 7, 1.6
CC(C)C(c1nnnn1Cc1ccc(F)cc1)N1CCN(C2CCCCC2)CC1 (stereo unspecified)
 : 151, 1, -9, -11, -5, -2, 9, 5, 1

This is a subset (hit frequency here may not be typical).
